# From PubChem
# TNAP activation fold: stimulation of alkaline phosphatase TNAP activity – biochemical, luminescent, no phosphate acceptor, uHTS, primary screen (AID 1001); purified TNAP, luminescent activation assay, no phosphate acceptor; higher activation fold means a stronger effect; one-dose activation fold at 20 µM; EC50 in µM for titrated hits; actives 0.03% (n = 200,000); in the data active = activation fold from about 3, or a potency from the dose series; inactive = the rest, 99 in 100 with activation fold below about 1.6; also: many of its hits are not listed in these tables
# T cell modulator: T cell immune modulators affecting CD8 T cell-vesicle binding. 2C CD8+ T cell-vesicle binding, flow cytometry; stronger effect = lower value. calls only at 7 µM. actives 0.068% (n = 330,000). AID 2052;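 active = response, share of CD8 T cells binding vesicles, and their 90th percentile fluorescence all below set limits, cut at about 80% in these data, passing the limit was not always enough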
#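 Benchmarks: naked versus QL9-loaded vesicles / Assay system: purified 2C TCR transgenic mouse naive CD8+ T cells / Technique: high-throughput flow cytometry with anti-B7-1 and anti-CD8 staining / Timing: Cell–vesicle co-incubation 1.5 h at 37 °C, staining 20 min on ice / Read-out: percent CD8+ FL2 mean versus row control / Probe or stimulus: QL9-loaded Drosophila micro-vesicles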
# K1F lysis inhibition: protection from phage-mediated lysis, alamar blue read-out – E. coli UTI89, K1F phage, bacterial capsule biogenesis inhibitors (AID 488966) | one-dose inhibition, % at 100 µM; IC50 in µM for titrated hits | actives 0.02% (n = 340,000) | E. coli UTI89 K1F phage lysis, alamar blue, 2 h; higher % means a stronger effect;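 active = phage lysis inhibition, versus mean bacterial control, above a set limit; inconclusive = no clear call, values can overlap the other calls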;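 also: capsule biogenesis inhibitors block K1F phage lysis so surviving cells raise fluorescence; higher fluorescence means more inhibition of phage lysis; actives were called in the ten point dose series up to 300 µM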
# PhoP inhibition: inhibitors of PhoP regulon expression, primary screen, Salmonella Typhimurium, GFP reporter (AID 1863) | S. Typhimurium PhoP-regulated promoter GFP reporter, 4 h; higher % means a stronger effect | one-dose inhibition, % at 50 µM; IC50 in µM for titrated hits | actives 0.16% (n = 300,000);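 active = inhibition over 29.93%, a cutoff 3 SD above the screen mean, later confirmed by dose response; inconclusive = inhibition over 29.93% but no dose response follow-up; inactive = inhibition at most 29.93% or unconfirmed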;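 also: 0% = low Mg2+ inducing control and 100% = high Mg2+ repressing control; strong numbers were not always called active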
# RSV antiviral HEp-2: inhibition of RSV-induced cytopathic effect – HEp-2 cells, primary 10 µM value included (AID 2391); CPE inhibition, % at 10 µM; hits with a dose series show IC50 in µM; HEp-2 cells, RSV-induced CPE inhibition; higher % means a stronger effect; actives 0.13% (n = 310,000); in the data active = a potency from the dose series; inconclusive = CPE inhibition mostly from about 23% at the one dose, without a potency; inactive = the rest, 99 in 100 with CPE inhibition below about 21%; also: strong numbers were not always called active
# SV40 large T antigen: TAg ATPase/helicase activity blockers – biochemical (AID 1903). SV40 large T antigen ATPase/helicase inhibition assay; higher % means a stronger effect. inhibition, % at 20 µM, or IC50 in µM where a hit was titrated. actives 0.39% (n = 310,000); in the data active = a potency from the dose series; inconclusive = inhibition mostly from about 32% at the one dose, without a potency; inactive = the rest, 99 in 100 with inhibition below about 32%; also: strong numbers were not always called active
# Myeloid diff MLP: myeloid differentiation induction; calls only at 10 µM; actives 1% (n = 360,000); ER-HoxA9 myeloid progenitors, lysozyme-GFP differentiation, flow cytometry;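 active = normalized GFP-positive differentiation at or above the plate's own cutoff, the solvent-only control mean plus 3 SD; inconclusive = no clear call, values can overlap the other calls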;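 also: cells exposed to compound for four days before flow analysis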
# NTR1 agonist: NTR1-driven beta-arrestin-GFP spot formation – imaging, U2OS cells, high content, primary screen (AID 493036) | P30989 | agonist mode | activation, % at 20 µM | actives 0.17% (n = 330,000);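 active = activation at or above 40% of the spot to cytoplasm intensity ratio, with at least 20 cells analyzed; inconclusive = wells under 20 cells, flagged as cytotoxic or low count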;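 also: 0% = DMSO without peptide and 100% = 100 nM NTR1 peptide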
# Target sequence (P30989 whole entry, looked up): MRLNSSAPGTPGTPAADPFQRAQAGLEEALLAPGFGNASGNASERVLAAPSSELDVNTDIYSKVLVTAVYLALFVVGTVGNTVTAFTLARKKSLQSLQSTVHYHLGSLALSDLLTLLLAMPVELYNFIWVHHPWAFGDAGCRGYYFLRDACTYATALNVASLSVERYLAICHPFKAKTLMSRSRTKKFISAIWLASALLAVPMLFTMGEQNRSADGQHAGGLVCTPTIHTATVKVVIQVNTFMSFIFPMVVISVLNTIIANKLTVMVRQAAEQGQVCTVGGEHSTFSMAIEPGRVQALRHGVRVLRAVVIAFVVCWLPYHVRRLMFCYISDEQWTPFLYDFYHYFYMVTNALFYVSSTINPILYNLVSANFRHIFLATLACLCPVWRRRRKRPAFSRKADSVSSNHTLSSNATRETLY
# MgcRacGAP inhibition: MgcRacGAP GTPase-activating activity inhibitors, confirmation, biochemical, ADP Hunter fluorescence. MgcRacGAP-stimulated Rac1 GTP hydrolysis, ADP Hunter fluorescence; higher % means a stronger effect; GST-tagged Rac1 F28L mutant substrate. inhibition, % at 30 µM; hits with a dose series show IC50 in µM. actives 0.6% (n = 340,000). AID 624330;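 active = first-screen hits whose inhibition reached a set limit at any dose in the follow-up dose series; inconclusive = inhibition above the set first-screen limit but never retested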;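 also: fluorescence reports GDP produced by GAP-driven GTP hydrolysis; strong numbers were not always called active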
# T cell modulator vesicle-bound %: recorded beside T cell modulator, whose call it bears; double positive events, %; measured here: CD8+ vesicle-bound cell fraction;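 binding gate set so that unloaded-vesicle control wells show 10% double positive cells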
# NTR1 agonist cell count 20 µM: further read-out of NTR1 agonist, marked with its call; cell count; measured here: cell count, cytotoxicity flag
# Myeloid diff MLP GFP+ MAC1+ %: also measured in Myeloid diff MLP; calls as there; GFP+ MAC1+ double positive, %; measured here: differentiation confirmed by MAC1 staining
# Starred values were filed as active, the others as inactive; i = inactive; ? = inconclusive; . = no result given; [ ] = remark or other dose.
# Values in the order – Myeloid diff MLP	RSV antiviral HEp-2	T cell modulator	SV40 large T antigen	Myeloid diff MLP GFP+ MAC1+ %	NTR1 agonist	K1F lysis inhibition	MgcRacGAP inhibition	PhoP inhibition	TNAP activation fold	NTR1 agonist cell count 20 µM	T cell modulator vesicle-bound %
1: Cn1cnc(S(=O)(=O)Nc2ccc(Cl)c(C(F)(F)F)c2)c1
    i	1.8%	i	11.7%	1.4	-0.8	0.5%	9.9%	9.3%	.	62	46.9
2: O=C1c2ccccc2C(Nc2ccc(S(=O)(=O)N3CCOCC3)cc2)N1c1ccccn1 (centres undefined)
    i	2.3%	i	3.3%	1.0	0.4	-0.1%	6.1%	-5.2%	1.1	71	31.0
3: COc1cc(CNC2CCCC2)cc(OC)c1OC
    i	0.3%	i	-1.0%	6.3	-0.6	0.3%	3.3%	-1.6%	1.1	41	0.8
4: NCCCC[C@H](N)c1nnc([C@H](CC(=O)O)NC(=O)C2CCNCC2)o1
    i	-0.2%	i	2.9%	0.5	-2.9	-0.5%	15.8%	1.6%	1.1	86	35.5
5: CCCN(CCC)S(=O)(=O)c1ccc(NS(C)(=O)=O)cc1
    i	1.9%	i	5.1%	0.7	-1.3	0.5%	6.8%	-6.9%	1.1	78	55.3
6: CCOC(=O)Cn1cnc(-c2ccc([N+](=O)[O-])cc2)c1
    i	0.2%	i	29.5%	0.5	0.6	0.0%[50 µM]	-0.4%	0.8%	1.1	50	7.2
7: Cc1c(Cl)cccc1NC(=S)N1CCN(Cc2ccccc2)CC1
    i	2.7%	i	3.5%	0.5	-2.7	0.8%	6.9%	-6.7%	1	81	47.9
8: CCOC(=O)NC(C)N1C(=O)C2C3C=CC(C3)C2C1=O (centres undefined)
    i	1.4%	i	4.1%	0.4	0.1	-0.6%	1.6%	3.6%	1.1	43	10.1
9: Cc1cc(N2C(=O)C3CCC(c4ccccc4)CC3C2=O)no1 (centres undefined)
    i	0.7%	i	4.8%	0.3	-0.4	-0.7%	8.9%	-6.9%	1.2	54	64.0
10: Cc1ccnc(NC(=O)c2ccc(Cl)c(NC(=O)c3ccccc3C)c2)c1
    i	2.5%	i	18.7%	0.7	-0.2	1.0%	-4.9%	4.1%	.	61	57.8
11: OCCCNc1c2ccccc2nc2ccccc12
    i	-0.2%	i	7.2%	1.0	2.7	0.0%	9.9%	-9.4%	.	52	26.5
12: CCCc1cc(=O)oc2cc(C)cc(OC(C)C(=O)NCc3ccccn3)c12 (centres undefined)
    i	2.6%	i	9.0%	2.4	2.2	-0.1%	-7.4%	0.3%	.	63	54.0
13: O=C(COC(=O)CNC(=O)c1cccc(Br)c1)Nc1nnc(-c2ccccc2)o1
    i	0.5%	i	.	1.0	3.8	0.7%[50 µM]	2.5%	.	.	72	44.9
14: O=C(O)C1Cc2ccccc2CN1C(=O)COc1ccc(Cl)cc1Cl (centres undefined)
    i	1.1%	i	3.5%	0.2	0.3	-1.0%	3.9%	-6.4%	1.1	48	44.5
15: CCCn1c(SCC(=O)N2CCCC(C)C2)nnc1-c1cccnc1 (centres undefined)
    i	0.7%	i	6.3%	0.1	1.8	-1.8%	10.8%	13.9%	1.1	29	54.2
16: CC(NC(=O)COC(=O)C1CCN(c2ccc(C(F)(F)F)cn2)CC1)c1ccc(Br)cc1 (centres undefined)
    i	1.3%	i	24.1%	0.8	1.8	-0.1%	1.6%	2.9%	.	65	11.6
17: O=C(c1ccc2ccccc2n1)N(CCO)Cc1ccccc1
    i	1.1%	i	-4.8%	0.7	1.7	0.0%	-3.4%	-8.4%	.	50	65.0
18: CC1(C)CC2(CC(C)(C)N1)OC(=O)N1CCc3ccccc3C12C (centres undefined)
    i	0.2%	i	5.1%	1.8	4.0	2.4%	5.3%	-10.6%	1	52	57.7
19: COc1ccc(-c2csc(-c3ccc(C(=O)O)cc3)n2)cc1
    i	3.9%	i	-0.7%	0.2	-1.3	0.2%	-0.6%	-14.4%	1.1	77	29.1
20: CCC1(c2ccc(F)cc2)NC(=O)N(CC(=O)Nc2cc(C)on2)C1=O (centres undefined)
    i	1.5%	i	.	0.3	-0.9	0.6%[50 µM]	2.0%	.	.	50	47.1
21: O=C(NCc1ccccc1Cl)C1CCN(C(=O)c2sccc2-n2cccc2)CC1
    i	1.4%	i	5.6%	1.3	-2.9	-0.5%	8.2%	12.0%	1	63	23.6
22: N#Cc1cc(C(=O)c2cc(Br)ccc2O)cn(C2CC2)c1=O
    i	0.8%	i	2.8%	0.2	0.9	1.9%	11.4%	-5.2%	1.3	42	11.3
23: Cc1ccc(S(=O)(=O)N2CCN(C(=O)CCn3cncn3)CC2)cc1C
    i	0.6%	i	5.2%	0.4	-0.7	-0.1%	2.3%	2.8%	.	39	47.1
24: O=C(NCCc1ccc(Cl)cc1)C1CCN(C(=O)N2CCOc3ccccc32)CC1
    i	6.8%	i	8.0%	4.7	2.3	0.1%	11.4%	.	.	56	36.8
25: COc1ccc(S(=O)(=O)N(C)c2ccc(C(=O)N3CCCCC3)cc2)cc1
    i	10.7%	i	6.8%	0.9	0.6	-0.2%	7.0%	-4.9%	.	42	12.3
26: COc1cccc(NC(=S)NN=C2CCC(C(C)(C)C)CC2)c1 (centres undefined)
    i	-0.4%	i	4.6%	0.7	1.2	0.2%	3.6%	-12.5%	1	52	21.5
27: CC(=O)Nc1nc(SCC(=O)NCc2ccc(F)cc2)[nH]c(=O)c1NC(=O)c1cccs1
    i	0.7%	i	0.9%	0.2	-1.0	0.4%	4.5%	-4.0%	1.1	101	46.7
28: CCOC(=O)c1c(C)n(C)c2ccc(OC(=O)c3ccoc3)cc12
    i	1.4%	i	?	0.3	1.7	0.1%	6.6%	6.0%	1	37	33.4
29: CNC(=S)N1N=C(c2ccc(OC)cc2)CC1c1ccc(N(C)C)cc1 (centres undefined)
    i	1.0%	i	2.2%	0.8	4.2	0.3%	8.7%	-2.5%	1.1	29	43.0
30: CC1Cc2ccccc2C(=O)N1 (centres undefined)
    i	0.9%	i	15.0%	1.0	-1.1	0.5%	-3.1%	2.8%	1.2	70	3.7
31: COc1cc(C(N)=O)cc(Br)c1OC
    i	1.3%	i	14.0%	0.8	-1.2	0.5%	6.4%	-1.1%	1.1	28	31.4
32: Cn1cnnc1SCC(=O)Nc1ccc2nc(SCc3ccccc3Cl)sc2c1
    i	?	i	21.3%	3.0	15.4	-0.5%	-1.2%	2.6%	1.2	106	16.9
33: O=C(CNC(=O)c1ccccc1Cl)OCC(=O)N1CCc2ccccc21
    i	4.8%	i	15.5%	0.9	4.1	1.6%	-5.4%	2.8%	1	65	45.5
34: COc1ccc(NC(=O)C(Cc2ccccc2)n2cccc2)cc1OC (centres undefined)
    i	9.9%	i	14.9%	0.2	0.7	0.1%	3.3%	-5.5%	.	52	18.5
35: CCOC(=O)NC(=O)C(=CNc1ccccc1OC)C(=O)NC(=O)OCC
    i	1.2%	i	18.4%	1.1	-0.7	0.2%	16.9%	-4.8%	1.1	97	64.7
36: COc1ccc(Cl)cc1C(=O)Nc1ccccc1N1CCN(C)CC1
    i	-2.3%	i	-0.4%	2.9	-1.3	1.7%	9.4%	9.5%	1.1	67	17.7
37: COc1ccc(N2C(=O)C3CCCN3C2c2ccc(F)cc2)cc1Cl (centres undefined)
    i	2.1%	i	3.7%	0.2	1.8	0.2%	7.5%	16.1%	1.1	104	56.1
38: CCSc1nc2ccccc2n1C(=O)c1ccc(S(=O)(=O)N2CCCCC2)cc1
    i	0.0%	i	2.3%	1.0	1.6	2.9%	8.6%	15.3%	1.1	41	33.6
39: O=C(CNC(=O)c1ccco1)NCC(=O)OCc1ccc(Cl)cc1
    i	2.0%	i	9.8%	0.9	-4.9	1.7%	5.4%	-3.3%	1.2	73	37.5
40: OC[C@H]1OC(O)[C@H](O)[C@@H](O)[C@H]1O (some centres undefined)
    i	0.0%	i	10.0%	2.6	-1.5	1.1%	1.6%	-8.1%	.	54	36.8
41: O=C(Nc1ccc(OC(F)(F)F)cc1)c1cnc2n(c1=O)CCS2
    i	0.9%	i	.	2.1	-1.7	0.3%	2.9%	.	1	92	32.8
42: CC(C)C(NC(=O)CNC(=O)OC(C)(C)C)C(=O)NCc1ccc(Cl)cc1 (centres undefined)
    i	0.9%	i	3.8%	0.0	-1.7	0.4%	4.1%	1.6%	1	90	61.6
43: Cc1nnc(SCCCCSc2nnc(C)c(=O)[nH]2)[nH]c1=O
    i	-1.2%	i	10.5%	0.1	-0.7	-2.3%	5.9%	-0.8%	1	53	29.8
44: COc1ccc(OCC(=O)N/N=C(\C)c2cccs2)cc1
    i	0.2%	i	2.9%	0.5	1.8	0.1%	0.6%	-6.3%	.	59	55.3
45: Cc1cc(OCC(=O)OCC(=O)NCc2ccc3c(c2)OCO3)ccc1Cl
    i	0.1%	i	.	0.4	-0.3	0.3%[50 µM]	8.3%	.	.	78	32.2
46: NC(=O)c1cccc(N=Cc2cc(Cl)cc(Cl)c2O)c1
    i	.	.	4.7%	0.4	.	-0.4%	4.0%	20.7%	1.1	.	.
47: Cc1ccc(-n2ncc3c2CCCC3NC(=O)c2ocnc2C)cc1C (centres undefined)
    i	0.8%	i	9.2%	0.0	0.5	1.5%[50 µM]	8.8%	-4.8%	.	70	56.8
48: CCOC(=O)Nc1cc(C)ccc1OC
    i	1.2%	i	0.2%	0.7	2.3	1.6%	5.6%	-1.3%	1.1	88	45.8
49: CCCS(=O)(=O)Nc1ccc2cn[nH]c2c1
    i	0.2%	i	8.8%	0.6	1.9	0.1%	2.8%	-4.6%	1.1	65	28.0
50: COc1ccc(NC(=O)C2C(=O)N(C)C3(C)CC2c2ccccc2O3)cc1 (centres undefined)
    i	0.6%	i	-3.1%	1.0	-0.5	0.6%	14.4%	8.2%	1.1	36	25.7
